TDP1 inh: qHTS Assay for Inhibitors of Tyrosyl-DNA Phosphodiesterase (TDP1); Tyrosyl-DNA phosphodiesterase 1 (Homo sapiens), Q9NUW8; recombinant TDP1, AlphaScreen DNA substrate cleavage; Potency, µM (series often up to 130 µM), for inactives: at the highest dose activity change, negative = inhibition, most hits filed as inhibitors; 350,000 compounds, 0.28% hits; also: nearly all actives have a fitted effect of over 40% in size
Target sequence (Q9NUW8 whole entry, looked up): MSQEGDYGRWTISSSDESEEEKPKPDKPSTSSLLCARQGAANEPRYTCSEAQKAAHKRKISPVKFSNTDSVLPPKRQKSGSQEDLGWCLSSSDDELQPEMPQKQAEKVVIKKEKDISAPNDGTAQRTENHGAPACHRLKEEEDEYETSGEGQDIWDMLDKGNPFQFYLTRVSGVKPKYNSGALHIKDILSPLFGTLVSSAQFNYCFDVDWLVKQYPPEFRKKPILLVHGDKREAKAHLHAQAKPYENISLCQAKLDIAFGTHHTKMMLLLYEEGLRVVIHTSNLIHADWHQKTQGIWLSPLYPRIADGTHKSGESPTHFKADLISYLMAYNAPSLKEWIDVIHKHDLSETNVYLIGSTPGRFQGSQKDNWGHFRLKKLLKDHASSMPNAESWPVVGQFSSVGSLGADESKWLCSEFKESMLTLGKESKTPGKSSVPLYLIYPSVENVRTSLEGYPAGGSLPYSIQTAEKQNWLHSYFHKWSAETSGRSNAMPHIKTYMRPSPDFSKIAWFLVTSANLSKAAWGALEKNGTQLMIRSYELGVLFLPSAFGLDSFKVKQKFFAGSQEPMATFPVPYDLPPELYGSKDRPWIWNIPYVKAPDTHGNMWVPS
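AlphaScreen read-out: signal falls as enzyme removes the 3' tyrosine-FITC from a 5'-biotinylated DNA oligo (15 nM, 5 min, RT). Enzyme was E. coli-made recombinant Tdp1 at 1 nM, exposed to compound for 15 min beforehand; beads 10 ug/ml, 10 min.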
DT40 TDP1 CPT: qHTS for Inhibitors of human tyrosyl-DNA phosphodiesterase 1 (TDP1): qHTS in cells in presence of CPT; 420,000 compounds, 12% hits; chicken DT40 Tdp1-/-;hTDP1 cells + 20 nM CPT, ATP luminescence, 48 h; Potency, µM (top dose mostly 46.2 µM), inactives show at the highest dose activity change, negative = growth inhibition, usual class: inhibitors; also: nearly all actives have a fitted effect of over 55% in size
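Chicken DT40 Tdp1-/- cells stably complemented with human TDP1 were seeded at 400 cells/well in medium containing 20 nM camptothecin, exposed to pin-transferred compounds, and grown at 37 °C for at least 48 hr. Viability was read as ATP luminescence.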
TDP1 cell noCPT: qHTS for Inhibitors of human tyrosyl-DNA phosphodiesterase 1 (TDP1): qHTS in cells in absence of CPT; DT40 Tdp1-/- hTDP1 cells, no CPT, ATP luminescence, 48 h; Potency, µM (titrated, usually from 46.2 µM), for the others: top-dose activity change, negative = growth inhibition, actives largely listed as inhibitors; 420,000 compounds, 15% hits; also: nearly all actives have a fitted effect of over 55% in size
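Chicken DT40 Tdp1-/- cells stably complemented with human TDP1 were seeded at 400 cells/well with DMSO in place of 20 nM camptothecin. After compound pinning, cells grew at least 48 hr at 37 °C; viability read by CellTiter-Glo luminescence.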
Active calls of the source: *; ? = inconclusive; / = not tested or not shown; & = joins results of further samples; [ ] = remark or other dose. Calls follow the shape of the dose curve; as a rule, active = well fitted curve in the direction sought with a large enough effect; inconclusive = small, poorly fitted or top-dose-only effect, or another doubt; inactive = no such curve, though single readings can be large; an effect the other way counts as inactive or inconclusive. % is scaled to controls: 0 for no effect and ±100 for the full control effect; potency is read from the fitted curve at half-maximal effect.

Each structure is followed by: TDP1 inh, TDP1 cell noCPT, DT40 TDP1 CPT
1	COc1nccnc1NS(=O)(=O)c1ccc(N=Cc2c(C)[nH]n(-c3ccc(C)c(C)c3)c2=O)cc1
    8%, 9.2µM*, 8.2µM*
2	COc1ccc(-n2ccn3c(CC(C)(C)CC(=O)O)nnc3c2=O)cc1
    -1%, -6%, -13%
3	CCCCCCN1CC(O)=C(c2ccccc2)C1=N
    2%, -1%, -4%
4	Cc1ccc(C(=O)c2coc3c2C(=O)C(=O)c2ccccc2-3)cc1
    7%, 4.6µM*, 3.3µM*
5	CCS(=O)(=O)n1nc(-c2ccccc2)nc1SC
    1%, -12%, -4%
6	COc1ccc(/C=C/C(=O)OCC(=O)c2c(N)n(C)c(=O)n(C)c2=O)cc1
    5%, -24%, -20%
7	COc1ccccc1/C=C(/NC(=O)c1ccccc1)C(=O)NCCN1CCOCC1
    2%, -18%, 15%
8	S=C1CC2CCCC(C2)N1 (stereo not given)
    /, -2%, 9%
9	COc1ccc(C2(C(=O)Nc3cc(C)on3)CCOCC2)cc1
    -2%, -25%, -17%
10	CN1CCN(c2ncc3nc(-c4cc(F)cc(F)c4)c(=O)n(Cc4cccs4)c3n2)CC1
    /, -11%, 3%

Some of the entries so far, as tab-separated lines.
#	molecule	TDP1 inh	TDP1 cell noCPT	DT40 TDP1 CPT
8	S=C1CC2CCCC(C2)N1 (stereo not given)	/	-2%	9%
2	COc1ccc(-n2ccn3c(CC(C)(C)CC(=O)O)nnc3c2=O)cc1	-1%	-6%	-13%
6	COc1ccc(/C=C/C(=O)OCC(=O)c2c(N)n(C)c(=O)n(C)c2=O)cc1	5%	-24%	-20%

Next part
Each structure is followed by: TDP1 inh, TDP1 cell noCPT, DT40 TDP1 CPT
11	Cn1cccc1C(=O)NCC1CCCCC1
    3%, 4%, 11%
12	CCOC(=O)Cn1nc(CC)c2ccccc2c1=O
    2%, -12%, -3%
13	Cc1cc(C)c(NC(=O)CNC(=O)c2cc(C3CC3)nc3c2cnn3C(C)C)c(C)c1
    /, 18µM*, ?
14	COc1ccc(OC)c(NC2=NC3(CCCCC3)N=C(N)N2)c1
    0%, -8%, -2%
15	C=C(C)c1cccc(C(C)(C)NC(=O)N2CCN(c3ccccc3)CC2)c1
    4%, ?, -19%
16	Cc1ccc(C(=O)COc2ncnc3cc(Cl)ccc23)cc1
    3%, -19%, -6%
17	CC(C)c1nc2ccc(NC(=O)C34CC5CC(CC(C5)C3)C4)cc2[nH]1
    1%, ?, ?
18	COc1ccc2oc(=O)c(C(=O)N3CCN(c4ccccc4C)CC3)cc2c1
    0%, -2%, -25%
19	COc1cc2nc(NCc3ccc(C)cc3)n3nc(-c4ccccc4)nc3c2cc1OC
    1%, ?, -17%
20	COc1cc(CN(C(=O)c2ccco2)c2ccc(C)cc2)ccc1O
    7%, -16%, -8%
21	COc1cc(-c2nc(S(=O)(=O)c3ccc(Cl)cc3)c(N3CCOCC3)o2)cc(OC)c1OC
    7%, 16µM*, ?
22	O=C(/C=C/Nc1ccc(S(=O)(=O)Nc2cnc3ccccc3n2)cc1)c1ccccc1
    3%, -19%, -11%
23	NC(=O)C[n+]1cccc(C(N)=O)c1
    2%, 3%, -1%
24	O=c1[nH]c(C2CCN(S(=O)(=O)c3ccccc3C(F)(F)F)CC2)nc2c1nnn2Cc1cccc(F)c1
    /, ?, ?
25	COc1cc(C(=O)N/N=C/c2cc([N+](=O)[O-])cs2)cc(OC)c1OC
    -5%, 1µM*, 0.82µM*
26	Clc1cccc(-c2sc(Nc3ccccc3)n[n+]2-c2ccccc2)c1Cl
    /, 18µM*, ?
27	COc1ccc(S(=O)(=O)Cc2ccc(C(=O)N3CCN(c4cc(C)ccc4C)CC3)o2)cc1
    5%&8%, ?, ?
28	NC(=O)C1CCN(C(=O)c2ccc(NS(=O)(=O)c3ccc(F)cc3)cc2)CC1
    0%, 14%, -9%
29	CSc1nsc(/C=C/Nc2ccc(Cl)cc2)c1C#N
    7%, ?, ?
30	O=C1/C(=C/c2ccc(F)cc2)CCC1C1CCCC1 (stereo not given)
    0%, -15%, 17%
31	CCCCN1C(=O)/C(=C(/C#N)C(=O)N2CCCC2)c2ccccc21
    /, 21µM*, 16µM*
32	CC(=O)NC(CC(=O)OCC(=O)c1cc(C)ccc1C)c1ccccc1 (stereo not given)
    1%, -4%, ?
33	CCOC(CNC(=O)c1ccc(N2CCc3ccccc32)c([N+](=O)[O-])c1)OCC
    12%, 18µM*, 21µM*
34	CCCCC(=O)Nc1cccc(NC(=S)NC(=O)Cc2ccccc2)c1
    -1%, -23%, -14%
35	COc1c(Cl)cc(Cl)cc1CNCc1ccccc1
    0%, ?, -27%
36	COc1ccc(NC(=O)c2cccc(N3C(=O)C4C5C=CC(C5)C4C3=O)c2)cc1Cl (stereo not given)
    1%, 16µM*, 23µM*
37	COCc1cc(C)nc(NC2CC(C)(C)NC(C)(C)C2)c1C#N
    /, 5%, 8%
38	O=C(NNc1cccc(Cl)n1)c1c(Cl)cccc1Cl
    -10%, -1%, -38%
39	Cc1ccc(S(=O)(=O)CCC(=O)OCC(=O)NC(=O)c2ccccc2)cc1
    /, -1%, 3%
40	CCc1nnc(NS(=O)(=O)c2ccc(NC(=O)c3ccc(Br)cc3)cc2)s1
    /, 27%, -3%
41	CCC1=C2CC[C@H]3C(=O)N(CC)C(=O)[C@H]3[C@H]2[C@@]2(Cc3ccccc3)C(=O)N(Cc3ccccc3)C(=O)N2C1=O
    4%&4%, -16%, ?
42	COc1ccc(C2C(C(=O)N3CCOCC3)c3ccccc3C(=O)N2c2ccc(OC)cc2)cc1 (stereo not given)
    1%, 0%, -11%
43	COc1ccccc1CC(=O)N1CCCc2cc(C)ccc21
    /, ?, ?
44	Oc1c(CN2CCN(c3ccccn3)CC2)cc(Cl)c2cccnc12
    11%, 3.7µM*, 4.6µM*
45	O=C(CN1CCN(S(=O)(=O)c2ccc(Br)cc2)CC1)N/N=C/c1cccs1
    5%, -29%, -2%
46	O=C(c1cc(F)ccc1F)C1CCCN(C(=O)c2cccs2)C1 (stereo not given)
    0%, ?, -14%
47	CN(CCc1ccccn1)C(=O)CCC1CCCN(C(=O)c2cccc(N(C)C)c2)C1 (stereo not given)
    1%, -3%, -16%
48	CCOC(=O)c1c(C)c(C(=O)NCc2cccs2)c(C)n1CC
    4%, -18%, -23%
49	O=C(NCC(c1cccnc1)N1CCN(Cc2ccccc2)CC1)C(=O)Nc1ccc(F)cc1 (stereo not given)
    1%, 23µM*, 18µM*
50	CC(=O)C1=C(C)NC(SCC(=O)c2ccc(Cl)c(Cl)c2)=C(C#N)C1c1ccco1 (stereo not given)
    6%, ?, ?

3 compounds already listed, arranged by formula weight, lowest first.
Each structure is followed by: TDP1 inh, TDP1 cell noCPT, DT40 TDP1 CPT
37	COCc1cc(C)nc(NC2CC(C)(C)NC(C)(C)C2)c1C#N
    /, 5%, 8%
44	Oc1c(CN2CCN(c3ccccn3)CC2)cc(Cl)c2cccnc12
    11%, 3.7µM*, 4.6µM*
45	O=C(CN1CCN(S(=O)(=O)c2ccc(Br)cc2)CC1)N/N=C/c1cccs1
    5%, -29%, -2%

Following part
Each structure is followed by: TDP1 inh, TDP1 cell noCPT, DT40 TDP1 CPT
51	CC1=C(C)CC(C(=O)NCc2ccc3c(c2)OCO3)C(C(=O)O)C1 (stereo not given)
    0%, ?, -14%
52	CC1(C(=O)NS(=O)(=O)c2ccccc2Cl)CCN1C(=O)CC1CCCCC1 (stereo not given)
    /, 10%, 3%
53	CN(C)CCCN(C(=O)/C=C/c1cccs1)c1nc2c(F)cccc2s1
    6%, 21µM*, 21µM*
54	COc1ccc(CC2(CO)CCN(S(=O)(=O)c3sccc3C)CC2)cc1
    4%, ?, 26µM*
55	CCn1c(=O)cc(SCC(=O)NCc2ccccc2OC)c2ccccc21
    5%, 23µM*, ?
56	Cc1ccc(NC(=O)CCCn2c(=O)c3cccn3c3cccnc32)c(Cl)c1
    10%, -22%, -12%
57	O=C(NC1CCCC1)c1cc(-c2ccc(Cl)cc2)on1
    18%, -26%, -4%
58	COc1ccc(S(=O)(=O)Nc2nc3ccccc3nc2NCC2CCCO2)cc1 (stereo not given)
    /, ?, 12%
59	Cc1cc2nc(-c3ccc(SCC(=O)Nc4nccs4)nc3)[nH]c2cc1C
    2%, 16µM*, 16µM*
60	c1cc(-c2ccc3[nH]ccc3c2)n2ccnc2c1
    /, ?, ?
61	COc1cc2c(cc1OC)C(c1ccccc1)N(C(=O)CSCC(=O)O)CC2 (stereo not given)
    8%, 1%, -1%
62	Cc1ccc(/C=N/NC(=O)c2cc3c(ccc4ccccc43)o2)cc1[N+](=O)[O-]
    1%, ?, 26µM*
63	O=C(CSc1nc2ccccc2c(=O)n1Cc1ccc(F)cc1)NCc1cccs1
    -3%, 1%, 2%
64	O=C(O)C(=Cc1ccccc1)Cc1ccccc1
    /, -20%, 4%
65	Cc1ccc(NC(=O)c2oc3ccccc3c2NC(=O)C2CCCCC2)cc1
    -1%, ?, ?
66	COc1cc(NC(=O)CC2NCCNC2=O)cc(OC)c1 (stereo not given)
    5%, -3%, -1%
67	COc1ccc(NC(=O)c2oc3ccccc3c2NC(=O)c2cccc(F)c2)c(OC)c1
    4%, -14%, 0%
68	Cc1nn(-c2ccccc2)cc1/C=N/NC(N)=S
    -1%, ?, 18µM*
69	CCCS(=O)(=O)Nc1cc(-c2cn3cccc(C)c3n2)ccc1C
    0%, 18µM*, ?
70	C=C(C)c1nc2cc(OC)c(OC)cc2c(=O)o1
    3%, ?, ?
71	O=[N+]([O-])c1cc2c(c(CSc3nnnn3-c3ccc(O)cc3)c1)OCOC2
    8%, 23µM*, 21µM*
72	Cc1ccc(C(=O)Nc2ncccc2C)cc1S(=O)(=O)N1CCOCC1
    -6%, 3%, 0%
73	CC(C)c1nc(SCc2ccccn2)c2c(=O)n(C)c(=O)n(C)c2n1
    2%, ?, ?
74	O=C(O)C1CSC(c2ccncc2)N1 (stereo not given)
    0%, -1%, -3%
75	O=C(/C=C/[C@H]1O[C@@H](n2cnc3c(NC(=O)c4ccccc4)ncnc32)[C@H](O)[C@@H]1O)NC1CCCCC1
    /, -2%, -14%
76	Cc1ccc(N(C(=O)c2ccco2)C(C(=O)NC2CCCC2)c2cccnc2)cc1 (stereo not given)
    1%, -30%, -17%
77	COc1ccc(CN(C)CCn2cc(C(=O)N3CCSCC3)nn2)cc1C
    /, -7%, 11%
78	O=C(CCS(=O)(=O)c1ccc(F)cc1)Nc1nccs1
    /, ?, ?
79	CCOC(=O)CSc1nc2c(c(=O)n(Cc3ccccc3Cl)c(=O)n2C)n1C
    4%, -3%, -1%
80	CCn1nnnc1Sc1nc(C)nc2scc(-c3ccccc3)c12
    /, 8.9µM*, ?
81	Cc1nc(N=Nc2cc(S(=O)(=O)O)c3cc([N+](=O)[O-])cc(S(=O)(=O)O)c3c2)c(COP(=O)(O)O)c(C=O)c1O
    ?, -29%&2%&-21%, ?
82	Cc1cc(C(=O)OCC(=O)N(C)c2ccccc2)c(C)o1
    1%, -1%, -18%
83	CCOc1ccc(CC(=O)NCCc2sc3nc(-c4ccc(OC)cc4)nn3c2C)cc1
    3%, ?, ?
84	CC(=O)NC(O)C(=O)c1ccccc1 (stereo not given)
    2%, 0%, ?
85	CCCCNC(=O)CN1CCN(c2ncc(NC(=O)c3ccc(Cl)cc3)cc2C(=O)O)CC1
    -11%, 5%, -1%
86	COc1cc(NC(=O)c2cccc(Cl)c2)c(OC)cc1NC(=O)CN1CCOCC1
    1%, ?, ?
87	Cc1ccccc1NC(=O)/C=C/c1cccc(C(F)(F)F)c1
    -3%, -23%, -19%
88	CCc1cccc(CC)c1N1C(=O)COCC1=O
    /, -6%, 1%
89	N#Cc1cc2cc3c(cc2nc1SCC(=O)N1CCCC1)OCCO3
    0%[0.0935 µM], -11%, -22%
90	COc1ccc(NC(=O)CN2C(=O)CSc3ccc(S(=O)(=O)N4CCCC4)cc32)cc1OC
    6%&0%, ?, ?
91	CCOC(=O)CNc1c(-c2ccc(F)cc2)nc2cnccn12
    7%, -7%, -2%
92	O=C(O)CCN1C(=O)c2ccc(NC(=O)C(c3ccccc3)c3ccccc3)cc2C1=O
    0%, -3%, 1%
93	CC(=O)Nc1ccc(NS(=O)(=O)C(F)(F)F)cc1
    2%, -21%, -8%
94	Cc1ccc(NC(=O)[C@@H]2CCCN2S(=O)(=O)c2ccc(Cl)cc2)cc1
    0%, ?, 21µM*
95	Clc1ccccc1CNCC1CCC(CNCc2ccccc2Cl)CC1 (stereo not given)
    -8%[56.1 µM], 3µM*, 3µM*

Compound activity deposited in PubChem by National Center for Advancing Translational Sciences (NCATS).
